sdo1 growth: restores growth of sdo1-depleted yeast; hit rate 0.21% among 140,000; S. cerevisiae sdo1-depleted JHY4D growth rescue, OD600 30 h; hits give high values; pdr5 snq2 efflux-pump mutant strain; z-score at 10 µM;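 active means z-score above 3 at both the 24 hr and the 30 hr optical density reads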;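 further: z-score against mean and SD of all compound wells on the same plate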
Insulin prom inh: TRM-6 insulin promoter activity inhibition | TRM-6 cells (human fetal islet line), insulin promoter-eGFP reporter, imaging; reporter expression induced with tamoxifen | hit rate 0.9% among 130,000 | inhibition, % at 2 µM;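 active means inhibition above the mean plus 3 SD, with well images judged a real hit on visual review, cut at about 60% in these data, passing the limit was not always enough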
sdo1 growth Rescue 24 h: further read-out of sdo1 growth, marked with its call; z-score; S. cerevisiae sdo1-depleted JHY4D growth rescue, OD600; measured here: growth rescue at 24 h;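 0 is the plate mean of compound wells and units are plate SD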
Active calls of the source: *; nt = no result given.

SMILES	sdo1 growth	sdo1 growth Rescue 24 h	Insulin prom inh
NC(=O)c1ccsc1NC(=O)c1ccc(S(=O)(=O)N2CCCC2)cc1	nt	nt	-18
Cc1ccc(S(=O)(=O)Cc2c(C)noc2C)cc1	0.23	-0.19	26
CN1N=C(C(=O)N2CCN(c3ccc([N+](=O)[O-])cc3)CC2)CCC1=O	-0.76	-2	14
FC(F)(F)c1cccc(N2CCN(C(=S)NC3CCCCC3)CC2)c1	-0.27	-0.74	5
Cc1cc(NS(=O)(=O)c2ccc(CC(C)C)cc2)no1	-0.45	-0.25	-33
CCC(NS(=O)(=O)c1cn(C)nc1C)c1ccccc1 (configuration not stated)	nt	nt	5
COc1cc(NS(=O)(=O)c2ccc(F)cc2)c(C(=O)O)cc1OC	0.36	-0.29	0
Cc1c(CCC(=O)O)c(=O)n2c([nH]c3ccccc32)c1C#N	-0.07	-0.59	nt
Cc1cccc(C)c1NC(=O)CCCSc1nnc(-c2ccc(Cl)cc2)n1-c1ccccc1	-1.2	-1.3	35
COc1ccc(C)cc1S(=O)(=O)N(C)CC(=O)Nc1ccccc1	1.4	1.6	-154
Cn1c(Cn2cnc3ccccc32)nnc1SCc1ccccc1	1.3	1.4	-64
Cc1nnc(Sc2c(N)n(C)c(=O)n(C)c2=O)s1	0.05	-0.57	-14
O=C(O)CSCc1nc2ccccc2s1	2.6	0.24	-43
O=c1c2ccccc2sn1-c1ccc(S(=O)(=O)N2CCCCC2)cc1	nt	nt	28
O=C(CNC(=O)C1COc2ccccc2O1)N/N=C/c1ccc(O)cc1O (configuration not stated)	2.2	3.5	-7

The last 3 records of the part before lead into the next.
SMILES	sdo1 growth	sdo1 growth Rescue 24 h	Insulin prom inh
O=C(O)CSCc1nc2ccccc2s1	2.6	0.24	-43
O=c1c2ccccc2sn1-c1ccc(S(=O)(=O)N2CCCCC2)cc1	nt	nt	28
O=C(CNC(=O)C1COc2ccccc2O1)N/N=C/c1ccc(O)cc1O (configuration not stated)	2.2	3.5	-7
CCCOC(=O)c1ccc(OCC(O)CN2CCN(C(=O)c3ccccc3)CC2)cc1 (configuration not stated)	2.4	3.1	29
Cc1cc(C)c(OCC(=O)Nc2ccc3c(c2)OCO3)cc1C	-0.37	-0.16	25
CC(C(=O)Nc1cc([N+](=O)[O-])ccc1Cl)N1CCN(c2ccccc2O)CC1 (configuration not stated)	-1.1	0.28	-30
Cc1ccc(C(=O)c2c[nH]cc2-c2ccccc2)cc1	-2.5	-2	-219
COc1ccccc1CC(=O)NC1CCC(C)CC1 (configuration not stated)	nt	nt	-15
O=c1c(Cl)c(N2CCOCC2)cnn1-c1nc2ccccc2[nH]1	nt	nt	-11
Cc1noc(C)c1S(=O)(=O)N1CCCC(C(=O)NCc2ccccn2)C1 (configuration not stated)	-0.49	-1	nt
COc1ccc(-c2n[nH]c(=S)n2CC(C)C)cc1	1.3	0.67	-271
CCOC(=O)c1sc2ccccc2c1OC(=O)c1ccc(C)cc1	-0.56	-0.04	nt
c1csc(CNc2nc3ccccc3n2CCN2CCOCC2)c1	-0.21	-0.14	-14
O=[N+]([O-])c1ccc(N=NN(CCO)CCO)cc1	1.4	2.6	-25
CCOc1ccc(C(=O)NCC(=O)OCC(=O)Nc2ccccc2OCC)cc1	0.76	1.2	16
Cc1nc2c(cnn2-c2ccc(Cl)cc2)c(=O)n1-c1ccc(N2CCC(C)CC2)cc1	-0.09	0.67	nt
O=C(CN(C(=O)CNS(=O)(=O)c1ccccc1)C1CCCC1)NCC1CCCO1 (configuration not stated)	1.3	1.6	nt
COC(=O)CC(NC(=O)c1cccs1)c1ccc(OC)c(OC)c1 (configuration not stated)	nt	nt	60
COc1cccc(NC(=O)c2ccc3snnc3c2)c1	-0.61	-0.51	-81
CC1CCCN(Cc2nc3c(c(=O)n(C)c(=O)n3C)n2CCCc2ccccc2)C1 (configuration not stated)	-0.66	-0.99	-69
O=C(CSc1nnc(CNC(=O)c2c(F)cccc2Cl)o1)Nc1ccccc1	0.88	0.57	-25
Cc1nn(-c2cccc([N+](=O)[O-])c2)c(N)c1-c1ccccc1	nt	nt	48
N#Cc1cc([N+](=O)[O-])ccc1N1CCCC1	-0.47	-0.11	8
Cc1c(-c2ccccc2)oc2c(C(=O)N3CCN(c4ccc([N+](=O)[O-])cc4)CC3)cccc2c1=O	-0.68	-1.1	nt
CC(C)CC(=O)N1CCN(c2ccc([N+](=O)[O-])cc2Cl)CC1	-0.56	1.2	19
O=C(NCc1ccco1)c1ccc(N2CCCCC2)c([N+](=O)[O-])c1	-0.86	-0.16	-41
COc1ccc(Br)cc1-c1noc(-c2ccccc2F)n1	-0.66	-0.15	-25
COc1ccc(CN(CC(=O)NCC2CCCO2)C(=O)CCC(=O)Nc2cc(C)on2)cc1 (configuration not stated)	1.4	1.4	58
CNC(=O)c1sc(-c2ccc(Cl)cc2)nc1C	1.6	1	nt
O=C1c2[nH]nc(-c3ccccc3O)c2C(c2ccc(F)cc2)N1CC1CCCO1 (configuration not stated)	-0.31	-0.97	nt
C=CCNC(=S)N1CCN(c2cccc(C(F)(F)F)c2)CC1	-0.6	-0.88	-203
COc1ccccc1-c1csc(Cc2nnc3n2CCCCC3)n1	0.13	0.13	5
CC(=O)c1cccc(NC(=O)CCS(=O)(=O)c2cccc3nonc23)c1	1.4	1.5	nt
CN(Cc1ccncc1)C1CC(=O)N(c2ccc(Cl)cc2)C1=O (configuration not stated)	1	0.59	24
Cc1cccc(-c2nc(CS(=O)CC(=O)NCC3CCCO3)c(C)o2)c1 (configuration not stated)	0.22	-0.06	nt
Cc1cccc(N2C(=O)c3cccc4c(N(C)CCO)ccc(c34)C2=O)c1	-0.03	-0.03	nt
N#CC1=C(N)SC(N)=C(C#N)C1c1ccoc1	1.1	0.27	0
Cn1c(C(=O)O)c(CC(=O)NCC2COc3ccccc3O2)c2ccccc21 (configuration not stated)	0.69	0.47	nt
C/C(=N\OCC(=O)NCC(F)(F)F)c1cc2ccccc2o1	-0.58	-0.53	16
COc1ccc(OC)c(NC(=O)CSc2nnc(-c3ccco3)n2-c2ccc(C(=O)O)cc2)c1	0.48	0.67	nt
COCCCNC(=O)c1cc2c(=O)n3cc(C)ccc3nc2nc1NCC1CCCO1 (configuration not stated)	0.77	-0.1	nt
Cn1c(SCc2nn[nH]n2)nc2c1c(=O)n(Cc1ccccc1Cl)c(=O)n2C	0.66	0.02	3
COC(=O)c1cc(NC(=O)C2CC2)cc(C(=O)OC)c1	0	-0.04	0
Cc1ccc(CC2CC(=O)N(c3cc(C)on3)C2=O)cc1 (configuration not stated)	1.3	0.52	nt
CCN(CC)S(=O)(=O)c1csc(C(=O)OCC(=O)c2ccccc2)c1	-0.82	-0.83	-25
O=C(c1ccc(CSc2ccccc2)cc1)N1CCN(c2ccccc2)CC1	nt	nt	35
O=c1c2c3c(sc2ncn1/N=C/c1ccc([N+](=O)[O-])o1)CCCC3	-2.4	-1.6	27
Cn1c(-c2sc3cc(C(F)(F)F)cnc3c2-c2ccccc2)n[nH]c1=S	-0.69	-0.31	-26

Some of the entries so far, with the structure last:
| sdo1 growth | sdo1 growth Rescue 24 h | Insulin prom inh | SMILES |
| --- | --- | --- | --- |
| -0.03 | -0.03 | nt | Cc1cccc(N2C(=O)c3cccc4c(N(C)CCO)ccc(c34)C2=O)c1 |
| 1.1 | 0.27 | 0 | N#CC1=C(N)SC(N)=C(C#N)C1c1ccoc1 |
| 0.69 | 0.47 | nt | Cn1c(C(=O)O)c(CC(=O)NCC2COc3ccccc3O2)c2ccccc21 (configuration not stated) |
| -0.58 | -0.53 | 16 | C/C(=N\OCC(=O)NCC(F)(F)F)c1cc2ccccc2o1 |
| 0.48 | 0.67 | nt | COc1ccc(OC)c(NC(=O)CSc2nnc(-c3ccco3)n2-c2ccc(C(=O)O)cc2)c1 |

Entries of single compounds as entered above. Values in the order: sdo1 growth, sdo1 growth Rescue 24 h, Insulin prom inh
`C/C(=N\OCC(=O)NCC(F)(F)F)c1cc2ccccc2o1` is listed as -0.58, -0.53, 16
`Cn1c(SCc2nn[nH]n2)nc2c1c(=O)n(Cc1ccccc1Cl)c(=O)n2C` is listed as 0.66, 0.02, 3

(more compounds)
SMILES	sdo1 growth	sdo1 growth Rescue 24 h	Insulin prom inh
c1cc(-c2nnc3sc(C4CCCCC4)nn23)ccn1	0.04	0.57	22
COc1ccccc1NS(=O)(=O)c1cc(NC(=O)Cn2cnc3c2c(=O)n(C)c(=O)n3C)ccc1C	1.9	0.29	7
CN1CCc2c(sc3c2C(=O)NC(c2ccccc2)N3)C1 (configuration not stated)	2	2.2	-17
CC(=O)N1N=C(c2ccccc2O)OC1(C)CC(=O)Nc1ccccc1 (configuration not stated)	-0.21	-0.35	0
N#Cc1c(SCC(N)=O)nsc1SCc1ccc(Cl)cc1	-1.1	-0.62	-11
CC(=O)c1ccc2c(c1)Cc1cc(C(C)=O)ccc1-2	-0.24	0.36	47
Cc1sc2nc(SC(C)C)nc(N)c2c1C	0.71	0.89	27
CCOC(=O)N1CCC(Nc2c(NCCCN3CCN(CC)CC3)c(=O)c2=O)CC1	0.61	-0.33	12
CCC(=O)c1ccc(OCc2ccc(C(=O)OC)cc2)cc1	-0.65	-0.05	-23
CC(=O)Nc1ccc(NC(=O)CSc2ccc(C)cc2)cc1	-0.44	-0.71	36
O=C(Nc1ccccc1Cl)c1cnccn1	0.62	0.17	nt
CC(C)CC1(C(=O)NCc2ccccn2)C=CCN1C(=O)c1ccccc1 (configuration not stated)	0.32	0.29	-29
CS(=O)(=O)N1CCC(C(=O)NCCN2CCN(Cc3ccccc3)CC2)CC1	1.2	0.48	nt
Cc1ccc(Nc2c3c(nc4ncnn24)CC(C)CC3)cc1 (configuration not stated)	-1.5	-2.3	9
Cc1cc(C)n(-c2nncn2NC(=O)c2ccc(Cl)cc2O)n1	-0.2	-0.31	nt
COc1cccc(C2CC(c3cccs3)=NN2C(=O)CSC2=NN3CCCC(=O)N=C3S2)c1OC (configuration not stated)	-1	-1.1	nt
Nc1nonc1C(=O)OCC(=O)N1CCCCC1	-0.88	-1.2	15
COc1ccc(CC(=O)Nc2ccc3c(c2)CCC3)cc1S(=O)(=O)N1CCOCC1	0.41	0.31	-52
COc1ccc(CNC(=O)/C=C/c2ccco2)cc1OC	nt	nt	71*
CC1(C)Cc2c(sc3c2C(=O)N(c2ccccc2)C2=NCCN23)CS1	1.1	1.4	3
O=C1c2cccc3cccc(c23)C(=O)N1CCCN1CCN(c2ccc(F)cc2)CC1	nt	nt	10
CCC1(C)Cc2ccccc2/C(=C/C(=O)N2CCCCC2)N1 (configuration not stated)	-0.19	-0.06	nt
Clc1ccc(Br)cc1-c1nc(-c2ccncc2)no1	-1.4	-0.97	31
COc1cccc(C(=O)NC(=S)Nc2ccc(Cl)c(C(=O)O)c2)c1	0.07	-0.07	13
Cc1ccc(NC(=O)CN(C)CC(=O)Nc2ccccc2C(=O)Nc2ccccc2)cc1	nt	nt	-250
O=C(NNC(=O)c1sc2cccc(Cl)c2c1Cl)Nc1ccccc1	-1	0.9	8
Cn1nnc(C(O)CNCc2cccs2)n1 (configuration not stated)	0.24	0.38	-24
COc1cc2nc(C3CCC3)n(NC(=O)C(OC(C)=O)c3ccccc3)c(=O)c2cc1OC (configuration not stated)	2.4	3.9	nt
Cc1ccc(C(=O)CSc2ccc(-c3ccccc3)nn2)cc1	-0.76	-1.2	nt
N#Cc1c(N)n(-c2ccccc2)c(=O)c2cc([N+](=O)[O-])ccc12	nt	nt	-6
Cc1ccc(Oc2nnc(-c3cccs3)c3ccccc23)cc1C	-1.5	0.11	33
CCOc1ccc(N2C(=O)CN=C2Nc2ccccc2F)cc1	1.5	1.2	14
Cc1ccc(S(=O)(=O)N(CCCO)Cc2cc3c(C)ccc(C)c3[nH]c2=O)cc1	-0.18	-0.34	-9
COc1cc(/C=N/NC(=O)c2ccc(CN(C)S(=O)(=O)c3ccc(C)cc3)cc2)ccc1O	nt	nt	67
c1ccc(-c2cc(CSc3nc4ccccc4[nH]3)on2)cc1	-1.6	0.37	-87
CCn1cc(C(=O)N2CC=C(c3ccccc3)CC2)c(=O)c2ccc(C)nc21	-0.34	-0.67	nt
Cc1ccc(C(=O)N/C(=C\c2ccco2)C(=O)NCCCn2ccnc2)cc1	-0.66	-0.74	17
O=[N+]([O-])c1ccccc1CSc1nc2ccccc2o1	-0.71	-0.44	0
CCOC(=O)c1sc(C)c2c(=O)n(CCCN3CCOCC3)cnc12	0.21	-0.83	nt
Cc1cc(NC(=O)COC(=O)c2oc3c(ccc4ccccc43)c2C)no1	0.8	1.7	-415
CCn1c(CSc2nc(C)cc(C)n2)nnc1SCC(=O)N1CCCc2ccccc21	0.08	0.18	nt
Cn1c(=O)c2c(nc(-c3ccccc3)n2C)n(Cc2ccccc2)c1=O	-1.1	-1.5	42
Cc1nnc(SCC(=O)Nc2cc(C(C)(C)C)nn2-c2ccccc2)s1	-0.71	-1.4	14
CN/C(=C/[N+](=O)[O-])NCCSCc1ccc(CN(C)C)o1	1	0.3	57
CC(C)(C)NC(=O)CSc1nnc(SCC(=O)NC(C)(C)C)s1	nt	nt	36
O=C(CCS(=O)(=O)c1ccc(Br)s1)Nc1ccccc1Br	nt	nt	14
Nc1nc2n(n1)C(c1cccs1)CC(c1ccc(Br)cc1)N2 (configuration not stated)	0.86	0.65	-18
O=C(CSc1nc2nc(-c3cccs3)cc(C(F)(F)F)c2c(=O)[nH]1)Nc1ccc(F)c(F)c1	nt	nt	35

Compound activity deposited in PubChem by several laboratories.

An excerpt. The share of hits here may be higher or lower than overall.
